Screens: PubChem, several laboratories
hgDAF-12 ag – H. glycines DAF-12 receptor agonists, primary screen, cell-based, luminescence, HEK293, GAL4 fusion, UAS-luciferase. HEK293 GAL4-hgDAF12 UAS-luciferase reporter, agonist luminescence; normalized to butyrate control. activation, % at 6.8 µM. Nuclear hormone receptor DAF-12 (Heterodera glycines), GAL4 fusion. 1.8% of 370,000 active;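 active = activation above a cutoff set at the mean of all screened compounds plus 3 SD, cut at about 10% in these data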;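 also: 0% = DMSO wells and 100% = sodium butyrate wells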
SMARCA2 activ – SMARCA2 (BRM) function activators, primary screen, cell-based, luminescence, high throughput; MG213 cells, MMTV-luciferase reporter, dexamethasone, overnight; activation, % at 9.1 µM; 1% of 370,000 active; in the data active = activation above about 7.8%;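 also: 0% = vehicle wells and 100% = reference activator wells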
PLCb3 inh – human PLC-beta3 inhibitors, primary screen, biochemical, fluorescence; 1-phosphatidylinositol 4,5-bisphosphate phosphodiesterase beta-3 (Homo sapiens), Q01970; Purified PLC-beta3, fluorogenic substrate; inhibition, % at 12.2 µM; 0.18% of 370,000 active; in the data active = inhibition above about 11%;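 also: 0% = median of compound wells on plate and 100% = full blocker control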
DAX1 inh-1 – DAX1 (NR0B1) inhibitors on StAR promoter, primary screen, cell-based, luminescence, SF-1 (NR5A1), full-length DAX-1. 1.1% of 370,000 active. AID 652010, 2013. inhibition, % at 6.8 µM. HEK293T StAR-luciferase reporter, SF-1/DAX-1 repression relief;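 active = inhibition above the mean over all tested compounds plus 3 SD, cut at about 3.6% in these data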;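 also: 0% = DAX-1 cells with DMSO and 100% = cells lacking DAX-1 with DMSO; higher inhibition means more luminescence from relief of DAX-1 repression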
NR1D1 modulator – modulators of Rev-erb alpha DNA binding, primary screen, biochemical, FITC-DNA, fluorescence polarization, uHTS. Nuclear receptor subfamily 1 group D member 1 (Homo sapiens), P20393. Rev-erbα–FITC-DNA binding, 90 min. activity, % at 10 µM. 0.79% of 370,000 active;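 active = activity above about 14%, limit read from the data; passing the limit was not always enough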;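 also: 0% = DMSO wells with 35 nM protein and 100% = DMSO wells with 750 nM protein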
Target sequence (P20393 whole entry, looked up): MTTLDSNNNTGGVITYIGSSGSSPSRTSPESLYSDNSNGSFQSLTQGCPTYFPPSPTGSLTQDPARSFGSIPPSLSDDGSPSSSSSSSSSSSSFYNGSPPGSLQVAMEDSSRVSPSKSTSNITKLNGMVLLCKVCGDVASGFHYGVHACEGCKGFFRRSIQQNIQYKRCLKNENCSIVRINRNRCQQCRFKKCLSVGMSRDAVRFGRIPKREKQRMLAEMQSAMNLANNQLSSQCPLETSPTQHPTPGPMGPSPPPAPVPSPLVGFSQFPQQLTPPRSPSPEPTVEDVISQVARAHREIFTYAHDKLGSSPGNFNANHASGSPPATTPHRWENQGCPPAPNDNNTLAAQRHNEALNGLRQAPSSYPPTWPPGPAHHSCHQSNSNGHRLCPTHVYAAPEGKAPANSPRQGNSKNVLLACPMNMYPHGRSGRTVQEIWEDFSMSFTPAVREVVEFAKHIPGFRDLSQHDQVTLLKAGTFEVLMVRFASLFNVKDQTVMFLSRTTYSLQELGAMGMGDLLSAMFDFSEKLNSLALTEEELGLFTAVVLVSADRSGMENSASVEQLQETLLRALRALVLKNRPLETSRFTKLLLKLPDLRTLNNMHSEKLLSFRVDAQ
ssDAF-12 act – S. stercoralis DAF-12 nuclear receptor activators, primary screen, cell-based, luminescence, HEK293, GRIP1 co-expression, lit1-tk-luc; Nuclear hormone receptor DAF-12 (Strongyloides stercoralis); HEK293 ssDAF-12/GRIP1 lit1-tk-luc reporter; % of 3 µM dafachronic acid response; activation, % at 6.8 µM; 1% of 370,000 active;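 active = activation above the mean over all tested compounds plus 3 SD, cut at about 0.9% in these data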;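 also: 0% = DMSO-only wells and 100% = 3 µM delta7-dafachronic acid wells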
DAX1 inh-2 – DAX1 (NR0B1) inhibitors, primary screen, cell-based, HEK293, Gal4-DAX1, luciferase luminescence. 0.99% of 340,000 active. inhibition, % at 6.75 µM. HEK293 Gal4-DAX1 luciferase reporter. AID 504766, 2011;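 active = inhibition above the mean over all tested compounds plus 3 SD, cut at about 4.2% in these data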;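 also: 0% = DAX1-transfected cells with DMSO and 100% = empty-vector control cells with DMSO; inhibition shows as a rise in luminescence from relieved DAX1 repression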
Target sequence (P51843 207-470 limits assumed): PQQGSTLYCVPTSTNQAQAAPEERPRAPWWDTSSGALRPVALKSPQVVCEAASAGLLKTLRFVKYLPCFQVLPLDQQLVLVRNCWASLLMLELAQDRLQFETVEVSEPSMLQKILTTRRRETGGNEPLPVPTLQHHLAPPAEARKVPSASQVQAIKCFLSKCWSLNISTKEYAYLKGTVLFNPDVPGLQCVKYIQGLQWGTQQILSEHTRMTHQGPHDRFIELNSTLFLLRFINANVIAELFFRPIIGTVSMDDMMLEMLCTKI
PG9 Ab binder – binders of HIV-1 gp120 antibody PG9, primary screen, biochemical, TR-FRET | HIV-1 gp120 / PG9 antibody interaction | TR-FRET gp120-PG9 antibody binding | inhibition, % at 6.7 µM | 0.43% of 360,000 active | AID 624416, 2012; in the data active = inhibition above about 8.5%
hcDAF12 agonist – H. contortus DAF-12 nuclear receptor activators, primary screen, cell-based, luminescence, HEK293, lit1-tk-luc reporter. 1.4% of 370,000 active. activation, % at 6.8 µM. HEK293 hcDAF-12 lit1-tk-luc reporter; 0% DMSO, 100% Δ7-dafachronic acid;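 active = activation above the mean of all tested compounds plus 3 SD, cut at about 5.5% in these data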;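 also: 100% = response to 3 µM Δ7-dafachronic acid high control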
FXN GAA850 act – FXN promoter activators, primary screen, cell-based, luciferase luminescence, HEK293 lucGAA850; HEK293 lucGAA850 FXN promoter luciferase reporter, 24 h; percent of 10 µM SAHA response; activation, % at 6 µM; 0.56% of 360,000 active; AID 540364, 2011;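 active = activation above the average of all compounds screened plus 3 SD, cutoff fixed separately per campaign, cut at about 7.5% in these data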;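 also: 0% = DMSO wells and 100% = 10 µM SAHA wells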
sPLA2-III inh – human group III sPLA2 inhibitors, primary screen, biochemical, QFRET, BODIPY PC-A2 liposome substrate. Group 3 secretory phospholipase A2 (Homo sapiens), Q9NZ20. QFRET BODIPY PC-A2 liposome hydrolysis, fluorescence. inhibition, % at 12.2 µM. 0.56% of 370,000 active. AID 743126, 2013;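 active = inhibition above mean plus 3 SD of compounds lying within the high and low control bounds, cut at about 19% in these data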;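 also: 0% = median of test compound wells and 100% = no enzyme DMSO wells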
An asterisk follows results filed as active; x = no result given. Hits appear at their usual frequency; any-hit rate near 7%.

SMILES	hgDAF-12 ag	SMARCA2 activ	PLCb3 inh	DAX1 inh-1	NR1D1 modulator	ssDAF-12 act	DAX1 inh-2	PG9 Ab binder	hcDAF12 agonist	FXN GAA850 act	sPLA2-III inh
CSc1nc(SCC(=O)NCC2CCCO2)c2c3c(sc2n1)CN(C)CC3 (centres undefined)	-0.3	-2	-40	0.3	-7	-1.3	x	1.0	-1.7	x	2
O=C(NCCC(=O)N1CCc2ccccc21)c1ccccc1Cl	3.2	-2	-6	-0.1	-4	-0.7	0.7	0.7	-0.7	1.3	9
CSCCC(NC(=O)OC(C)(C)C)C(=O)NC(C(=O)NC(CC(C)C)C(N)=O)C(C)C (centres undefined)	0.6	2	0	0.1	0	-1.1	-0.1	-0.8	-1.1	3.3	5
O=c1oc2ccccc2c(CNc2ccccc2)c1[N+](=O)[O-]	0.3	-1	-3	-0.1	9	-0.8	1.5	-2.8	0.0	0.9	-4
CC1(C(=O)NS(=O)(=O)Cc2ccccc2)CCN1C(=O)C1(c2ccc(Cl)cc2)CCC1 (centres undefined)	0.7	0	2	-1.8	9	-1.1	x	1.7	-0.3	0.5	-13
Cc1cc(N2C(=O)C(=O)/C(=C(/O)c3ccc(Cl)cc3)C2c2cccc(Br)c2)no1 (centres undefined)	2.2	3	-4	-0.8	-5	-1.2	-0.9	2.3	-0.7	2.4	-8
CCc1noc(C)c1C(=O)N1CCCC(C(=O)c2cc(F)ccc2OC)C1 (centres undefined)	1.3	-1	-8	-0.3	-2	-2.2	-0.5	0.2	-2.7	0.4	-4
CN(C)Cc1ccccc1CNC(=O)c1cccc(S(=O)(=O)Nc2ccc3c(c2)OCO3)c1	5.5	0	-4	0.1	-2	-1.0	-0.9	-1.9	-1.0	0.3	-14
COCCNC(=O)CNC(=S)N(Cc1ccccc1)Cc1cccnc1	-2.6	0	5	-0.9	-1	-1.2	1.4	-0.8	1.8	-1.3	-4
COc1ccc(NC(=O)Nc2ccc3[nH]ccc3c2)cc1	8.1	2	-12	2.7	4	0.1	x	-1.7	3.5	1.7	2
Cc1ccc(Cl)cc1N1CCN(Cc2nc3c(c(=O)[nH]c(=O)n3C)n2Cc2ccccc2F)CC1	-1.0	-3	0	1.1	29*	-0.8	2.0	-2.6	-2.7	-1.0	-4
O=C(O)c1ccccc1NC(=O)C1C2C=CC(C2)C1C(=O)O (centres undefined)	-2.0	-2	-9	0.0	5	-1.1	-0.8	0.8	-0.1	2.3	4

Quoted from the listing:
For PG9 Ab binder, Cc1ccc(Cl)cc1N1CCN(Cc2nc3c(c(=O)[nH]c(=O)n3C)n2Cc2ccccc2F)CC1 is listed with -2.6
For PG9 Ab binder, COCCNC(=O)CNC(=S)N(Cc1ccccc1)Cc1cccnc1 is listed with -0.8

Additional compounds follow:
SMILES	hgDAF-12 ag	SMARCA2 activ	PLCb3 inh	DAX1 inh-1	NR1D1 modulator	ssDAF-12 act	DAX1 inh-2	PG9 Ab binder	hcDAF12 agonist	FXN GAA850 act	sPLA2-III inh
O=[N+]([O-])c1ccccc1/C=N/n1c(-c2cccnc2)n[nH]c1=S	0.8	-1	-1	-0.2	0	-1.4	-0.8	0.1	-0.4	-3.4	13
COc1ccc(/C(C)=N\Nc2nc(-c3ccccc3)cc(=O)[nH]2)cc1	0.8	-3	-91	0.3	12	-1.0	-2.6	-1.4	2.0	-3.2	13
COc1cccc(/C=C2\CCCCC2=O)c1	0.4	0	-8	0.6	2	-1.4	-1.2	-1.2	0.5	4.2	-6
CCCn1c(SCC(=O)N(C2CCCCC2)C2CCS(=O)(=O)C2)n[nH]c1=O (centres undefined)	4.5	-1	-10	0.6	4	-0.8	0.1	-2.3	-0.1	-0.5	-5
COc1ccc(CNC(=O)Cn2nnc3ccccc3c2=O)cc1	4.1	4	1	0.3	4	-0.6	-0.1	0.8	0.3	1.5	-4
CCOc1ccccc1NC(=O)c1ccoc1C	-0.3	-3	1	-0.2	3	-1.4	0.2	2.2	-1.9	0.7	1
CCOc1ccc(OCC)c(NC(=O)C2COc3ccccc3O2)c1 (centres undefined)	1.3	-2	1	-0.1	-4	-1.0	0.3	-1.5	2.1	3.2	4
CCCN(CCC)C(=O)c1ccc2c(=O)n(Cc3ccco3)c(=S)[nH]c2c1	-0.6	-4	0	0.4	-1	-1.1	-1.8	0.4	-1.5	-1.3	3
Nc1nccc(-c2ccc(-n3cccc3)cc2)n1	6.4	0	-8	0.6	-4	0.2	-0.2	-0.7	4.9	3.4	-7
CSc1ccccc1NC(=O)CN(C)Cc1cccc(Cl)c1	-2.8	-6	-3	-0.6	4	-1.6	-1.3	-5.6	-0.3	0.7	2
COc1ccc(S(=O)(=O)N2CCOCC2)cc1NC(=O)CC1CCCC1	-0.4	-3	-7	0.5	6	-0.7	0.1	0.2	0.1	0.8	9
Cc1nc2ccccc2c2oc(C(=O)N3CCN(C4CCCCC4)CC3)cc12	-4.4	-4	-8	-1.7	-5	-2.3	-5.5	-3.3	-1.1	-3.2	0
O=C(CN1CCN(C(=O)C2CCN(C(=O)/C=C/c3ccccc3)CC2)CC1)Nc1ccc(F)cc1	0.5	6	-2	-1.3	-3	-1.2	-0.5	1.0	1.4	1.2	-5
COc1cccc2cc(C(C)N(CCCN3CCOCC3)C(=O)Nc3ccccc3)oc12 (centres undefined)	0.7	-1	0	-0.1	-4	-1.2	0.1	0.4	-0.2	3.5	-2
CC1=CCC2C(=O)N(c3cccc(C(=O)NCc4ccccc4)c3)C(=O)C2C1 (centres undefined)	4.2	-2	-4	-0.3	-1	-1.3	0.2	1.6	-1.7	-0.5	-9
Cc1ccc(OCC(O)CN2CCN(c3ccccn3)CC2)c(C)c1 (centres undefined)	-2.2	2	-4	0.3	1	-1.4	0.2	1.3	-0.4	-1.0	-2
CCOC(=O)c1cn2nc(N3CCCC3)ccc2n1	10	1	-25	2.5	-1	0.1	-2.5	0.9	6.0*	0.0	16
COc1ccc2c(c1)CCCC21NC(=O)N(CC(=O)NC(=O)NCc2ccccc2)C1=O (centres undefined)	-1.3	-1	-1	0.9	-3	-0.9	-1.1	-0.6	-0.3	6.0	-8
CC(=O)c1c(C)[nH]c(C(=O)OCC(=O)NCc2cccs2)c1C	3.4	2	-7	-3.7	3	-1.1	-1.3	-1.5	-1.9	1.9	2
CN(C)/C=C1\C=C(c2ccccc2)OC1=O	-1.5	3	-14	-0.1	2	-0.4	-0.4	-13	-1.4	0.7	3
Cc1ccc(C(=O)COC(=O)CN2C(=O)C3C4CC(C(Br)C4Br)C3C2=O)cc1 (centres undefined)	2.8	-3	1	-0.1	6	-1.3	0.8	-2.4	1.0	2.5	-18
O=C(O)C1CCCN1C(=O)OCC1c2ccccc2-c2ccccc21 (centres undefined)	2.0	1	-9	0.3	-6	-1.6	0.8	-0.1	1.6	1.9	-7
CCNC(=S)NNC(=O)c1cc(-c2cccc(C)c2)nc2ccccc12	8.1	-2	-50	3.1	1	0.1	1.6	-0.8	2.9	5.9	1
COc1cc(-c2cnc3c(NC=O)cc(-c4cccc(C(=O)NCCN(C)C)c4)cn23)cc(OC)c1OC	1.2	2	-54	2.0	-4	-1.2	x	-2.6	-0.7	3.0	-15
Cc1ccc(S(=O)(=O)N[C@H](C(=O)N2CCC(C(=O)N3CCC[C@H]3C(=O)O)CC2)C(C)C)cc1	-1.5	1	2	-0.2	-5	-1.2	1.4	0.6	-1.9	2.9	4
COc1ccccc1NC(=O)C(C)N1CCN(C/C=C/c2ccccc2)CC1 (centres undefined)	0.7	-3	-3	-0.1	4	-0.9	-1.3	2.1	-1.3	1.8	-12
CC(C)(C)S(=O)(=O)c1ccccc1C(=O)O	0.9	1	-2	0.5	2	-0.3	1.3	-2.1	-1.5	-0.3	1
Cc1nc(NCC2CCCO2)c2oc3ccccc3c2n1 (centres undefined)	-2.1	1	5	-1.0	-1	-1.8	1.1	-3.1	0.8	0.9	-4
Cc1cccc(OCCCCCn2ccnc2)c1	-1.7	0	-1	-0.5	5	-1.5	-0.6	2.0	-1.5	1.9	-11
O=C(NCc1ccc(F)cc1)C1CCC(=O)N1CCc1ccccc1 (centres undefined)	0.9	1	6	-1.0	0	-1.6	0.1	-0.4	-0.1	-2.1	-2
Cn1c(=O)c2c(nc(CN3CCC(C(N)=O)CC3)n2Cc2ccccc2Cl)n(C)c1=O	-1.5	2	2	-0.2	2	-0.9	-1.1	0.7	-0.3	-0.2	4
CSc1ccccc1NC(=O)CSc1n[nH]c(N)n1	-0.8	1	-4	0.1	2	-1.5	0.2	0.9	-0.8	0.5	-2
Cc1ccc(S(=O)(=O)N2CCOCC2)cc1C(=O)OCC(=O)Nc1ccc2c(c1)OCO2	-1.1	-1	-2	-0.8	0	-1.3	0.1	2.5	-0.3	-1.8	-8
CCOc1ccc2nc(NC(=O)CSC3=NCCS3)sc2c1	9.7	5	0	-0.3	-1	-1.2	-0.6	0.4	2.8	3.8	-12
Cn1cnnc1Sc1ccc(C(=O)OCC(=O)NCC(F)(F)F)cc1[N+](=O)[O-]	1.1	-3	-11	0.2	0	-1.0	0.0	0.3	-1.9	0.6	12
CCOC(=O)C1C(=O)NC(SC)=C(C#N)C1c1ccccc1F (centres undefined)	0.1	1	1	-0.9	3	-1.9	0.1	-0.1	0.8	-1.7	-1
COCCn1c(-c2ccc(Cl)cc2Cl)nc2c(c(=O)c3ccccc3n2C)c1=O	-2.6	-3	-2	-0.3	65*	-1.4	0.3	-1.9	-3.0	-2.7	2
CCN=c1scc(C)n1/N=C/c1ccc(O)c(O)c1O	0.3	-2	-19	1.7	-9	-1.5	-1.3	-11	0.8	-0.5	22*
Cc1cc(C)n(CC2CC(=O)N(c3ccc(C)c(Cl)c3)C2=O)n1 (centres undefined)	-1.0	-1	2	-0.5	-1	-1.2	0.0	-0.8	-1.5	1.4	-3
N#Cc1ccc(OCC(=O)N2CCN(C(=O)c3ccco3)CC2)cc1	0.5	-3	-4	0.1	-3	-1.3	0.2	-1.0	-0.2	0.7	3
COc1ccccc1CN1CC(C(=O)NCc2cccnc2)CC1=O (centres undefined)	2.1	-1	0	0.1	2	-1.1	1.8	-0.4	-1.2	-0.6	-2
CCc1nnc(NC(=O)CCC(=O)N2CCN(c3cccc(Cl)c3)CC2)s1	-0.4	-2	-7	-1.0	-4	-1.6	-0.1	-1.3	-0.2	0.4	-11
